Screening data (PubChem BioAssay)
Sm TGR inh – S. mansoni TGR enzyme inhibition; Q962Y6; purified TGR, DTNB reduction, TNB absorbance 405 nm; Potency, µM (highest dose often 114 µM), for inactives: at the top dose activity change, negative = inhibition, actives largely listed as inhibitors; 360,000 tested, 3% active; further: nearly all actives have a fitted effect of over 60% in size
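TGR 20 nM + NADPH 100 uM (dispensed conc.), cpd preinc 15 min RT; start with NADPH (500 uM addition) then DTNB (15 mM addition). Kinetic TNB absorbance, 405 nm filter. Four-parameter Hill fit across titration.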
TbPYK inhibitor – inhibitors of Trypanosoma brucei pyruvate kinase | Q57TT1 | TbPYK enzyme, Kinase-Glo Plus ATP luminescence, 45 min | Potency, µM (series often up to 76.8 µM), without a hit: top-dose activity, negative = inhibition, most hits filed as inhibitors | 410,000 tested, 0.12% active | AID 624173; further: nearly all actives have a fitted effect of over 50% in size
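In this concentration-response screen, enzyme-free wells defined baseline while DMSO plates tracked drift. Each reaction combined TbPYK, substrate, compound and 130 uM ADP for 45 min at room temperature. Kinase-Glo Plus luminescence gave the signal.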
LmPK inh – inhibitors of Leishmania mexicana pyruvate kinase. Q27686. purified LmPK, Kinase-Glo ATP luminescence, 1 h. Potency, µM (top dose mostly 57.5 µM), inactives show top-dose activity change, negative = inhibition, most hits filed as inhibitors. 290,000 tested, 0.37% active. AID 1721
Target sequence (Q27686 whole entry, looked up): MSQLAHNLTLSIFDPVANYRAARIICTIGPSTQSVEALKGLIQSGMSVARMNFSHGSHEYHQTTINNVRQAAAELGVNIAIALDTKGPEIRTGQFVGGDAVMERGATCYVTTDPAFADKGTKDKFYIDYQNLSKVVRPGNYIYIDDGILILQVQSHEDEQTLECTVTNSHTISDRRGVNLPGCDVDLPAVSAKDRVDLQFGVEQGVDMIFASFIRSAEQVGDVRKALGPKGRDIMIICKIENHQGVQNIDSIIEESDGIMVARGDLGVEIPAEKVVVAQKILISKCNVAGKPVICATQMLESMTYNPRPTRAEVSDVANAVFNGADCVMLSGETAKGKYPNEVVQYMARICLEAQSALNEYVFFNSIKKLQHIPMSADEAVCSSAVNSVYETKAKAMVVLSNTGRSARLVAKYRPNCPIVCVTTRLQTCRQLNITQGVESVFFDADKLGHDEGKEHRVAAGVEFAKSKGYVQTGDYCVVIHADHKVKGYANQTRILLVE
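qHTS format; LmPK 0.1 nM; substrates PEP 0.5 mM and ADP 0.1 mM. One-hour room-temperature incubation, then coupled luciferase luminescence; 0.5 nM enzyme wells mark activation.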
Pf growth 48h – inhibits P. falciparum growth in the first generation, 48 h. P. falciparum luciferase growth in erythrocytes, 48 h. 310,000 tested, 5.9% active. Potency, µM (top dose mostly 28.7 µM), for the others: at the highest dose activity change, negative = inhibition, usual class: inhibitors. AID 504832
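First compound was added to culture medium, then infected red cells at 0.1% parasitemia and 2% hematocrit (final). After incubation at 37 C under 5% CO2, luciferase detection reagent was dispensed and light output recorded.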
Pf growth 96h – P. falciparum growth inhibition at 96 hour, primary screen for plastid delayed-death inhibitors | Potency, µM (top dose mostly 28.7 µM), inactives show at the highest dose activity change, negative = inhibition, usual class: inhibitors | 320,000 tested, 6.9% active | P. falciparum luciferase reporter growth, 96 h
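Infected RBCs, 2% Hct / 0.05% parasitemia final; luciferase-reporter P. falciparum; cpd 96 h, 37 C, 5% CO2; luciferase detection reagent; luminescence.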
HCV inhibitor – HCV inhibition; Potency, µM (top dose mostly 41.8 µM), inactives show at the highest dose activity change, negative = inhibition, hits mostly inhibitors; 340,000 tested, 3.4% active; Huh7.5.1 HCVcc-Cre infection, luciferase reporter, 44 h
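Infectious HCVcc-Cre (~0.5 moi) was added to cells just after compound, with cells seeded 4 h earlier at 1,000 per well. Luciferase activity after 44 h culture reported infection; substrate was incubated 15 min at room temperature before reading.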
Starred values were filed as active, the others as inactive; ? = inconclusive; . = no result given; & = joins results of further samples; [ ] = remark or other dose. The call rests on the fitted dose curve; in most records, active means well fitted curve in the direction sought with a large enough effect; inconclusive means small, poorly fitted or top-dose-only effect, or another doubt; inactive means no such curve, though single readings can be large; an effect the other way counts as inactive or inconclusive. On the % scale 0 is the no-effect control and ±100 the full control effect; potency means the concentration at half of the fitted maximal effect. Compounds were not picked by outcome; any-hit rate near 16%.

Short keys – A = Sm TGR inh; B = TbPYK inhibitor; C = LmPK inh; D = Pf growth 48h; E = Pf growth 96h; F = HCV inhibitor
Cc1ccc(NC(=S)N(CCCN2CCOCC2)Cc2ccco2)cc1C
  A: -4%	B: 0%	C: -6%	D: -1%	E: 2%	F: 11%
CN(CC(=O)Nc1ccccc1Br)C(=O)CNC(=O)c1ccc2c(c1)OCO2
  A: 1%	B: -11%	C: .	D: 23%	E: 14%	F: 43%[activator]
COc1cc(/C=C/C(=O)OCC(=O)Nc2ccc(C)c(S(=O)(=O)N3CCCCC3)c2)ccc1O
  A: -33%	B: -17%	C: 2%	D: ?	E: ?	F: ?
O=C(O)Cc1ccc(C(=O)c2cccs2)s1
  A: -23%	B: -14%	C: ?	D: 18%	E: 10µM*	F: 15%
CN1C(=O)/C(=C/c2cccc(Cl)c2)Sc2ccc(C(=O)N3CCCC3)cc21
  A: -15%	B: -3%	C: 0%	D: ?	E: 18%	F: ?
O=[N+]([O-])c1ccc(N2CCCC2)c(F)c1Br
  A: -22%	B: -1%	C: 5%	D: 9%	E: 65%[activator]	F: -16%
O=P(O)(CCc1ccccc1)CN1CCCCC1
  A: -19%	B: 2%	C: -1%	D: 16%	E: 1%	F: 9%
Cc1ccccc1NC(=O)c1ccccc1-c1ccccc1
  A: -2%	B: -3%	C: -7%	D: -21%	E: ?	F: -6%
COc1ccc(-c2nn3c(-c4ccccc4)nnc3s2)cc1OC
  A: -2%	B: -18%	C: 4%	D: ?	E: 97%[activator]	F: -7%
O=S(=O)(c1ccc(Cl)cc1Br)N1CCCCC1
  A: -15%	B: 2%	C: 2%	D: -1%	E: 37%[activator]	F: 0%
CC1C(=O)Nc2ccccc2N1C(=O)c1ccccc1 (stereo unspecified)
  A: 11%	B: 11%	C: 8%	D: 5%	E: 16%	F: -4%
Cc1cnnc2ccc3c(no[n+]3[O-])c12
  A: -14%	B: -13%	C: -3%	D: 3%	E: 27%	F: -8%
C=CCC(CC=C)(NC(=O)c1ccccc1C)c1ccccc1
  A: -10%	B: 24%	C: -1%	D: -2%	E: 0%	F: -26%
CNC(=O)c1cc(OCC(F)(F)F)ccc1OCC(F)(F)F
  A: -5%	B: 6%	C: -1%	D: -25%[5.75 µM]	E: 27%	F: 1%
COCC(=O)Nc1cc(C(=O)NCC(C)C)ccc1Cl
  A: -7%	B: -17%	C: -1%	D: 12%	E: 16%	F: 6%
COc1cccc(-c2nc(N3CC(C)CC(C)C3)c3ccccc3n2)c1O (stereo unspecified)
  A: 2%	B: -3%	C: 6%	D: ?	E: 13µM*	F: 14µM*
O=C(NC1CCCCC1)N(Cc1cc2cc3c(cc2[nH]c1=O)OCCO3)CC1CCCO1 (stereo unspecified)
  A: 0%	B: 4%	C: 0%	D: -30%	E: 123%[activator]	F: 9%
Cc1ccc(C(c2c(C)[nH][nH]c2=O)c2c(C)[nH][nH]c2=O)cc1
  A: -16%	B: -1%	C: 6%	D: ?	E: 54%[activator]	F: 6%
COc1cc(OC)c(NC(=O)CCNS(=O)(=O)c2cc(Br)cnc2N)cc1Cl
  A: -21%	B: 7%	C: -4%	D: -17%	E: -8%	F: ?
O=C1CCC/C1=c1\s/c(=C\c2cccnc2)c(=O)n1-c1ccccc1
  A: -18%	B: -1%	C: 0%	D: ?	E: ?	F: -16%
COc1ccccc1CNC(=O)C(CC(C)C)NC(=O)C1CCC(C)CC1 (stereo unspecified)
  A: 1%	B: 0%	C: 3%	D: .	E: 13µM*	F: 2%
CCOc1ccc(NC(=O)c2cccnc2C(=O)O)cc1
  A: 6%	B: 2%	C: 2%	D: 51%[activator]	E: 4%	F: 6%
COc1ccc2oc(C(=O)OCC(=O)Nc3ccc(N4CCOCC4)cc3)c(C)c2c1
  A: -6%	B: -1%	C: .	D: 14%	E: 14%	F: 0%
COC(=O)c1ccsc1NC(=O)CSc1nnnn1Cc1ccccc1
  A: -3%	B: -9%	C: 1%	D: -16%	E: .	F: -22%
COc1ccc(CNC(=O)CSc2nnnn2-c2ccccc2)cc1
  A: 0%	B: -8%	C: 4%	D: ?	E: 15%	F: 15%
C/C(O)=C(\C#N)c1nnc2n1CCCCC2
  A: -8%	B: 7%	C: -1%	D: 36%[activator]	E: ?	F: 13%
CCN1C(=O)c2cccc3c(Cl)ccc(c23)C1=O
  A: .	B: -1%	C: 3%	D: 1%	E: -7%	F: ?
O=C(COc1ccccc1Cl)Nc1ccc(C(=O)N2CCCCC2)cc1
  A: -8%	B: -3%	C: -2%	D: 5%	E: -20%	F: ?
C=CCC1NS(=O)(=O)OC(CCc2ccccc2)C1O (stereo unspecified)
  A: -25%	B: -9%	C: 6%	D: 47%[activator]	E: 10%	F: 14%
CC(=O)Nc1cccc([N+](=O)[O-])c1
  A: -2%	B: 1%	C: 0%	D: 15%	E: 0%	F: -1%
COC(=O)C1NN=C(C(=O)c2ccccc2)C1c1ccccc1 (stereo unspecified)
  A: 4%	B: -6%	C: 4%	D: 4%	E: 65%[activator]	F: 6%
CCn1nnc(-c2ccccc2NS(=O)(=O)c2ccc(S(=O)(=O)N(C)C3CCCCC3)cc2)n1
  A: 0%	B: 0%	C: 15%	D: .	E: ?	F: -4%
Cc1ccc2c(=O)oc(N(C)C)nc2c1
  A: .	B: -21%	C: -1%	D: 5%	E: 43%[activator]	F: -16%
CCCN(CC(=O)Nc1ccc(Cl)cc1Cl)C(=O)CC(NC(C)=O)c1ccccc1 (stereo unspecified)
  A: -3%	B: 5%	C: -2%	D: -23%	E: ?	F: .
C=CCNC(=O)CSc1ncc2c(n1)-c1c(csc1SC)CC2
  A: -17%	B: -1%	C: 4%	D: 0%	E: -14%	F: -6%
O=C(CSc1nnc(-c2ccncc2)s1)Nc1ccccc1
  A: -1%	B: -4%	C: -11%	D: 14%	E: -3%	F: -18%
C=CCn1c(SCC(=O)/C(C#N)=C(\C)N)nc2sc(CC)cc2c1=O
  A: -7%	B: 5%&-6%	C: -1%	D: ?	E: 10µM*	F: ?
CCCCc1cc(=O)oc2cc(C)cc(OCC(=O)Nc3cccnc3)c12
  A: -7%	B: -5%	C: 5%	D: 0.47µM*	E: 0.52µM*	F: ?
N#CC(c1ccc(O)cc1)c1ncc(C(F)(F)F)cc1Cl (stereo unspecified)
  A: 3%	B: -3%	C: -28%	D: .	E: 16%	F: 10%
COc1ccc(-c2cc3ncc(C(C)=O)c(C)n3n2)cc1
  A: 2%[57.1 µM]	B: 7%	C: -12%	D: 78%[activator]	E: ?	F: 8%
COc1ccc(NC(=O)C2CCN(S(=O)(=O)c3cccnc3)CC2)cc1Cl
  A: -9%	B: -1%	C: -4%	D: 14%	E: -13%	F: 6%
O=C(c1ccc2c(c1)CCN2S(=O)(=O)c1ccccc1)N1CCN(c2ccccc2F)CC1
  A: 8%&-3%	B: 18%&-4%	C: 1%	D: 21%	E: 20%	F: -7%
O=C(NC(=S)Nc1ccc(N2CCCCC2)cc1)c1ccco1
  A: 16µM*	B: 1%	C: -3%	D: 144%[activator]	E: 14%	F: .
CC(C(=O)Nc1ccc2c(c1)OCO2)N1CCN(C)CC1 (stereo unspecified)
  A: 6%	B: 7%	C: -12%	D: ?	E: 24%	F: 18%
COc1ccc(NC(=O)Nc2cc(C)ccc2F)cc1OC
  A: .	B: -11%	C: -6%	D: 47%[activator]	E: ?	F: -12%
CCCNC(=O)CCNC(=O)c1ccc(C(C)(C)C)cc1
  A: -24%	B: 1%	C: 5%	D: 45%[activator]	E: 4%	F: .
Cc1nc2c(c(=O)n1CCC(C)C)c1nc3ccccc3nc1n2Cc1ccc2c(c1)OCO2
  A: 7%	B: 0%	C: 6%	D: 4%	E: -57%	F: 6%
COc1ccc2nc(NC(=O)CS(=O)(=O)Cc3ccccc3)sc2c1
  A: -5%	B: 7%	C: 1%	D: 20%	E: -26%	F: 7%
CN(C)c1ccc(-c2nnc(-c3ccc(S(=O)(=O)C(F)F)cc3)o2)cc1
  A: 23%	B: -2%	C: 1%	D: 0%	E: ?	F: 0%
O=C(Cc1cccs1)N/N=C/C=C/c1ccccc1[N+](=O)[O-]
  A: -6%	B: -6%	C: -7%	D: 49%[activator]	E: 93%[activator]	F: -22%

New compounds follow.
Short keys – A = Sm TGR inh; B = TbPYK inhibitor; C = LmPK inh; D = Pf growth 48h; E = Pf growth 96h; F = HCV inhibitor
CCOc1ccccc1N1CCN(C(=O)Cc2ccc(S(=O)(=O)N3CCOCC3)s2)CC1
  A: -2%	B: -3%	C: .	D: ?	E: ?	F: -4%
CNC(=O)COc1ccc(-c2nn(C)c(=O)c3ccccc23)cc1
  A: 3%	B: .	C: -4%	D: .	E: 17%	F: 2%
NC(=O)C1=C[C@H](c2ccc(Br)cc2)C[C@H](OCc2ccc(CO)cc2)O1
  A: -31%	B: -5%	C: 6%	D: 1%	E: 20%	F: -9%
CCOc1ccc(OCCC(=O)N(CC)CC(=O)NCc2cccs2)cc1
  A: -3%	B: -6%	C: .	D: -19%	E: 5%	F: 10%
CCn1cc(/C=C/C(=O)Nc2ccn(Cc3c(F)c(F)cc(F)c3F)n2)cn1
  A: 4%	B: ?	C: -13%	D: ?	E: 13µM*	F: ?
COc1cc(/C=N/NC(=O)c2ccncc2)ccc1OC(=O)c1cc(OC)c(OC)c(OC)c1
  A: 5%	B: 1%	C: 7%	D: -3%	E: -3%	F: -25%
CCOC(=O)CC1C(=O)NCCN1S(=O)(=O)c1ccc(NC(C)=O)cc1 (stereo unspecified)
  A: -6%	B: 1%	C: -10%	D: -9%	E: 0%	F: 8%
CC1(C)CC(N2CCOCC2)=CC(=[N+]2CCOCC2)C1
  A: 45µM*	B: 0%	C: 8%	D: 13µM*	E: 8.3µM*	F: 9%
Cc1ccc(N(CCCCN2C(=O)c3ccccc3C2=O)C(=O)c2cccc([N+](=O)[O-])c2)cc1
  A: 4%	B: -3%	C: 2%	D: -20%	E: 0%	F: -13%
COc1ccc(N2CCCn3c2nc2c3c(=O)n(CCCc3ccccc3)c(=O)n2C)cc1
  A: 0%	B: .	C: 1%	D: ?	E: ?	F: .

Just Sm TGR inh and LmPK inh, for two of the compounds above:
| structure | Sm TGR inh | LmPK inh |
| --- | --- | --- |
| COc1cc(/C=N/NC(=O)c2ccncc2)ccc1OC(=O)c1cc(OC)c(OC)c(OC)c1 | 5% | 7% |
| CCOC(=O)CC1C(=O)NCCN1S(=O)(=O)c1ccc(NC(C)=O)cc1 (stereo unspecified) | -6% | -10% |

The listing continues:
Short keys – A = Sm TGR inh; B = TbPYK inhibitor; C = LmPK inh; D = Pf growth 48h; E = Pf growth 96h; F = HCV inhibitor
O=S(=O)(Nc1ccc(-c2cn3c(n2)SCC3)cc1)c1ccccc1F
  A: -12%	B: -11%	C: -2%	D: 1%	E: ?	F: -15%
Cc1cccc(NC(=O)CSc2nc3c(c(=O)[nH]2)CCC3)c1C
  A: 0%	B: -12%	C: 0%	D: 1%	E: ?	F: 1%
O=C(c1cc2c(s1)CCCC2)N1CCN(C(=O)C2CCCO2)CC1 (stereo unspecified)
  A: -32%	B: -14%	C: 0%	D: 28%	E: .	F: 7%
CCOc1ccccc1C(C(=O)NCCOC)N(CCOC)C(=O)Cn1nnc2ccccc21 (stereo unspecified)
  A: -1%	B: -1%	C: -1%	D: 47%[activator]	E: 6%	F: 7%
COc1cc(C(=O)CCN2CCC(c3ccccc3)C2)cc(OC)c1OC (stereo unspecified)
  A: 0.28µM*	B: -17%	C: -4%	D: 0%	E: 11%	F: ?
C=CCn1c(SCc2csc(C)n2)nc2scc(-c3ccc(C)o3)c2c1=O
  A: 7.9µM*	B: -15%	C: -3%	D: -20%	E: ?	F: ?
Cc1cc(OCCN2CCC(Cc3ccccc3)CC2)ccc1[N+](=O)[O-]
  A: 3%	B: -6%	C: 0%	D: 2%	E: -2%	F: -6%
CC(C)NC(=O)CCNS(=O)(=O)c1ccc(Br)cc1
  A: 0%	B: 6%	C: -6%	D: 10%	E: -13%	F: 20%
